# ARNT TACC3 PPI: disruptors of ARNT/TACC3 protein interaction, primary screen, biochemical, AlphaScreen, single concentration. Transforming acidic coiled-coil-containing protein 3 (Homo sapiens), Q9Y6A5. AlphaScreen His-ARNT PAS-B/GST-TACC3 binding, luminescence; TACC3 fragment carries E629A point mutation. inhibition, % at 9.99 µM. 390,000 tested, 0.66% active. AID 623870, 2012;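 active = mean inhibition of replicates at least 50% and at least half of replicates each reaching 50%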;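 note: 0% = complete ARNT plus TACC3 wells and 100% = ARNT alone without TACC3; many hits fall short of the cut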
# ERp5 block: inhibitors of ERp5-driven insulin aggregation, primary screen, biochemical, turbidity, absorbance 650 nm, single point | 90 min | AID 651711, 2012 | 350,000 tested, 0.05% active | inhibition, % at 9.99 µM | Protein disulfide-isomerase A6 (Homo sapiens), Q15084;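 active = mean replicate inhibition above about 25%, with every replicate also reaching it, limit read from the data, passing the limit was not always enough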
# PglD inh: C. jejuni PglD acetyltransferase inhibitors, primary screen, biochemical, DTNB colorimetric, single point. UDP-N-acetylbacillosamine N-acetyltransferase PglD (Campylobacter jejuni). purified PglD enzyme, DTNB colorimetric CoA detection. inhibition, % at 12.5 µM. 360,000 tested, 0.098% active; in the data active = inhibition above about 16%, passing the limit was not always enough; note: strong numbers were not always called active
# RAD52 anneal inh: RAD52 DNA annealing inhibitors, primary screen, biochemical, FRET, single point, set 2; DNA repair protein RAD52 homolog (Homo sapiens), P43351; recombinant RAD52 DNA annealing, FRET fluorescence; inhibition, % at 18.7 µM; 360,000 tested, 0.46% active; AID 651710, 2012;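 active = every replicate showing at least 50% inhibition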
# Target sequence (P43351 whole entry, looked up): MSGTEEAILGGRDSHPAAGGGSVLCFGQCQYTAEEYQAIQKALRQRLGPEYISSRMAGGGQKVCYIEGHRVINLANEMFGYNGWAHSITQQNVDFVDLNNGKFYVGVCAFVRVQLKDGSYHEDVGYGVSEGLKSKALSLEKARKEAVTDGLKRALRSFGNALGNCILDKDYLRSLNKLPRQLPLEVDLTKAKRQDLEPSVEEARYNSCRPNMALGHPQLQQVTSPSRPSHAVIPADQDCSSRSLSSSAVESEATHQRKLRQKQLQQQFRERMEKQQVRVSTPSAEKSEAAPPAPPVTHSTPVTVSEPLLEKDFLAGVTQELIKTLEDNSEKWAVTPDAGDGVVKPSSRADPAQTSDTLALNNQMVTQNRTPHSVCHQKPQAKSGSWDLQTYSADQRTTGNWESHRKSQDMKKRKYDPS
# E-sel inducer: E-selectin induction in HUVECs, primary screen, imaging, HUVEC, immunofluorescence imaging, single point; P16581; normalized: neutral wells 0, TNF-alpha wells 100; activation, % at 7.58 µM; 260,000 tested, 0.37% active;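 active = mean E-selectin-positive cell signal at least 10% of the positive control, reached in at least 60% of replicates, without over 20% cell loss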;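 note: in these data hits start at about 27%; measured in HUVEC primary endothelial cells; signal is the percent of cells scored E-selectin positive by PE staining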
# Target sequence (P16581 whole entry, looked up): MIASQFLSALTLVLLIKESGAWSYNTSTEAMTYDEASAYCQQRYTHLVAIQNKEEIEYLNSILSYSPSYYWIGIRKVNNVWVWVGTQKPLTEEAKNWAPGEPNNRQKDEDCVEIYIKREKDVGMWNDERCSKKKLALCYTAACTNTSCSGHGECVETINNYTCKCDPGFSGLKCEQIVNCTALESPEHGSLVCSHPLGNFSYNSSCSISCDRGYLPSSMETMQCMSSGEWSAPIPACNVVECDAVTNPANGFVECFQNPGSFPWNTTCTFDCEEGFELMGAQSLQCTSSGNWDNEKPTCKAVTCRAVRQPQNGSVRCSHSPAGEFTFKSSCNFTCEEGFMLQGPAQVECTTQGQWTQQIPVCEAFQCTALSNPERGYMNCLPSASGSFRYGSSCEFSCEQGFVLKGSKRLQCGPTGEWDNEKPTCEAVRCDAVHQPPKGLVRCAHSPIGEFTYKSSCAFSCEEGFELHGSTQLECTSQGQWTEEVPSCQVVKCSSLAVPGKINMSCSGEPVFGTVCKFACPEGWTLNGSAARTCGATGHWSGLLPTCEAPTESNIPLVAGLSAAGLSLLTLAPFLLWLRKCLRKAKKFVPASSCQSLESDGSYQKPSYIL
#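 Test system – human umbilical vein endothelial cells (HUVEC), E-selectin induction · Input – 3,000 HUVEC seeded per well · Buffer or medium – EGM-2, gelatin · Compound dosing – single-point compound dose · Detection – immunofluorescence imaging · Measure – percent E-selectin-positive cells · Controls – TNF-alpha high, DMSO low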
# RAD54 branch: inhibitors of human RAD54 branch migration, primary screen, biochemical, fluorescence, single point; DNA repair and recombination protein RAD54-like (Homo sapiens), Q92698; RAD54 Holliday junction branch migration, FAM/BHQ fluorescence; inhibition, % at 10.4 µM; 360,000 tested, 0.14% active;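 active = mean normalized replicate activity at least 40 and at least half of replicates scoring 40 or more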;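 note: 0% = median of neutral control wells and 100% = median of positive control wells; inhibitors cause a drop in the FAM fluorescence signal; in these data hits start at about 50%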
# esBAF inh: Bmi1 luciferase reporter increase in mESCs, primary screen, esBAF inhibitor project, mouse ES cells, Bmi1 luciferase knock-in, single point; 24 h; 100% = twice the neutral-well signal; reporter increase, % at 12.5 µM; 350,000 tested, 2% active; AID 602393, 2012; in the data active = activation above about 40%;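 note: 0% = median of the plate's neutral control wells and 100% = double that signal; a rise in the Bmi1 reporter signal indicates esBAF inhibition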
# CASP6 VEID inh: human caspase-6 inhibitors, primary screen, biochemical, VEID-R110 fluorescence, single point, set 2 | inhibition, % at 12.5 µM | P55212 | 350,000 tested, 0.53% active | purified caspase-6, Z-VEID-R110 cleavage fluorescence;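 active = mean inhibition across replicates at least about 35%, with every replicate also reaching that limit, limit read from the data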;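 note: 0% = median of neutral control wells and 100% = no fluorescence left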
# * hit, by the source's call; nt = no result given.
SMILES,ARNT TACC3 PPI,ERp5 block,PglD inh,RAD52 anneal inh,E-sel inducer,RAD54 branch,esBAF inh,CASP6 VEID inh
Cc1nc2cc(NC(=O)NCCCO)ccc2o1,1,0,0,-14,-0.1,2,6,4
COC(=O)/C=C1/N/C(=N\c2nc(C)cc(C)n2)N(c2cccc(C)c2)C1=O,2,nt,3,nt,1.6,3,nt,nt
COC(=O)C1=C(C)N(C)C(=NCc2ccc(OC)cc2)NC1c1ccc(F)cc1 (stereo unspecified),nt,-4,nt,-5,0.1,nt,nt,-4
O=C(NCc1cccnc1)C(=O)Nc1ccc([N+](=O)[O-])cc1,-7,2,-3,-2,0.0,-1,nt,3
COc1ccc(/C=N\NC(=O)c2ccc(F)cc2)cc1COc1cc(F)ccc1[N+](=O)[O-],-5,6,-7,-4,1.5,-8,-1,-2
O=S(=O)(c1ccc(Cl)cc1)N1CCC2(CC1)OCCN2S(=O)(=O)c1cccs1,-3,2,nt,-3,-0.1,nt,5,3
O=C(Nc1ccccc1N1CCCCC1)c1cccc([N+](=O)[O-])c1,8,1,nt,3,0.0,nt,nt,7
CCOc1ccc(NC(=O)CN(C)C(=O)CCNC(=O)c2ccco2)cc1OCC,27,4,-1,-8,-1.1,11,-4,2
Cc1ccc(-c2ccc([C@@H]3[C@@H](CO)N4CCCCN(C)C[C@H]34)cc2)cc1,7,-4,5,5,0.5,12,nt,-2
O=C(NCCc1ccccc1)c1cc(-c2ccccc2)c(N2CCOCC2)s1,nt,-1,-4,-16,0.0,-4,9,0
CSc1ccc(/C=C(/NC(=O)c2ccccc2)C(=O)NCCCn2ccnc2)cc1,17,-6,13,-1,0.0,6,-2,-6
Cc1noc(C)c1NC(=O)N(C)C[C@H]1Oc2c(NC(=O)Nc3ccc4c(c3)OCO4)cccc2C(=O)N([C@H](C)CO)C[C@H]1C,-1,-6,2,4,-0.2,-13,3,-1
COc1cc(-c2[nH]nc3c2C(c2ccco2)C(C#N)=C(N)O3)cc(OC)c1OC (stereo unspecified),2,4,nt,6,nt,nt,nt,5
O=C(NC1CCCCC1)C(c1cccnc1)N(CCc1ccccc1)C(=O)Cc1cccs1 (stereo unspecified),-1,-4,nt,-3,1.0,nt,nt,1
O=S(=O)(N[C@@H]1CC[C@@H](CCn2cc(-c3ccc(F)cc3)nn2)O[C@@H]1CO)c1ccccc1F,4,-1,-2,7,-2.9,2,7,-3
O=C(CSCc1cccc(Cl)c1)N1CCN(Cc2ccc3c(c2)OCO3)CC1,-3,nt,2,nt,nt,-8,11,nt
O=C(CCn1nc(-c2ccccc2)c2ccccc2c1=O)N1CCN(c2ccccc2)CC1,-6,nt,8,nt,-1.1,1,2,nt
C/C=C\C(=O)Nc1cccc(C2=NOC3(C2)C[C@H](C(N)=O)N(C(=O)Cc2ccc([N+](=O)[O-])cc2)C3)c1 (stereo partly specified),1,12,-1,-12,1.3,-7,6,0
C[C@@H]1CN([C@@H](C)CO)C(=O)CCCn2cc(nn2)CO[C@H]1CN(C)Cc1cccc(C(=O)O)c1,-1,-3,5,10,1.1,3,-8,0
COc1ccc(CNC(=O)[C@H](C)NC(=O)C2CCN(C(=O)[C@@H](N)CCSC)CC2)cc1,0,-6,3,-3,nt,2,-1,-10
COc1cccc(NC(=O)c2ccccc2NS(C)(=O)=O)c1,-3,-12,3,-6,nt,-5,-5,-2
Cc1ccc(-c2csc3ncn(CC(=O)N4CCOCC4)c(=O)c23)cc1,nt,-5,-1,-6,nt,2,-12,2
CC(C)CC#Cc1ccc([C@@H]2[C@H](CO)N3C(=O)CN(S(=O)(=O)c4ccccc4)C[C@@H]23)cc1,nt,-12,nt,5,0.0,nt,nt,3
Oc1c(Br)cc(/C=N/Nc2ccc(Cl)nn2)cc1Br,1,7,-4,-10,0.0,4,1,13
N#CCSc1nc2c(c(=O)n1Cc1ccco1)C1(CCCC1)Cc1ccccc1-2,-1,nt,1,nt,nt,7,-7,nt
CS(=O)(=O)Nc1ccc2c(c1)[C@@H]1C[C@H](CC(=O)NC3CCCCC3)O[C@H](CO)[C@@H]1O2,-4,-1,0,-12,-0.3,0,2,-2
COCC(=O)N1CC2(C1)[C@@H](c1ccccc1)[C@@H](CO)N2CCC(F)(F)F,nt,2,nt,-4,0.2,nt,nt,1
COC(=O)C1=C(C)N(Cc2ccc(Br)cc2)C(=S)NC1c1cccc(OC)c1 (stereo unspecified),nt,2,nt,-10,0.3,nt,nt,-1
O=C(CCC(=O)Nc1ccccc1Cl)NNC(=S)Nc1ccccc1C(F)(F)F,-36,1,0,1,0.1,-2,nt,2
Cc1nn(CCCC(=O)O)c(C)c1[N+](=O)[O-],2,-7,nt,-11,nt,nt,nt,-3
Cc1cc(C)nc(Nc2ccc(Br)cc2C(=O)O)n1,-3,-1,1,-11,0.4,-9,-8,-2
COc1cc2c3c(c1OC)C1(C=CC(=NO)C=C1)CC3N(C(C)=O)CC2 (stereo unspecified),-2,nt,-1,nt,nt,-9,-9,nt
CC(=O)N(C)C[C@H]1Oc2cc(C#CC3CCCCC3)ccc2S(=O)(=O)N([C@@H](C)CO)C[C@@H]1C,-1,0,0,14,-2.3,7,1,-2
CC=Cc1ccc2n(c1=O)C[C@@H]1[C@@H](CO)[C@H](C(=O)NCCC)N(CC3CCOCC3)[C@H]21 (mixture of isomers),15,nt,-2,-3,-0.4,-3,-7,2
CCC(=O)N(C)C[C@H]1Oc2cc(-c3cncnc3)ccc2S(=O)(=O)N([C@H](C)CO)C[C@H]1C,-2,-1,-1,3,0.2,-2,-3,2
CCn1c(COc2ccc(=O)n(-c3ccccc3)n2)nnc1SCc1ccccc1,-25,nt,-2,nt,nt,3,0,nt
O=C(C[C@H]1C[C@H]2c3cc(NC(=O)NC4CCCCC4)ccc3O[C@H]2[C@@H](CO)O1)NC1CCCC1,nt,-4,nt,3,0.0,nt,nt,-3
CC1(C(=O)O)CCCN1C(=O)c1cccc(F)c1 (stereo unspecified),nt,-1,6,-7,-0.2,1,-2,-2
COc1ccc(NC(=O)Nc2cccc3c2O[C@H](CN(C)C)[C@H](C)CN([C@H](C)CO)C3=O)cc1,-2,-6,-13,9,nt,-6,-2,-2
CCCCN(C(=O)Cn1nnc2ccccc21)C(C(=O)NCCOC)c1ccc(OC)cc1 (stereo unspecified),-7,nt,-5,nt,nt,1,-1,nt
CCCNC(=O)[C@@H]1[C@@H](CO)[C@@H]2Cn3c(ccc(-c4cccc(F)c4)c3=O)[C@H]1N2Cc1ccccc1F,nt,6,nt,0,0.4,nt,nt,-1
O=C(C1CCN(S(=O)(=O)c2c(Cl)cccc2Cl)CC1)N1CCCCCCC1,-3,3,nt,1,nt,nt,nt,4
N#Cc1cccnc1N1CCN(C(=O)c2cccc3c2C(=O)c2ccc(-c4ccc(F)cc4OCc4ccccc4)cc2S3(=O)=O)CC1,2,2,4,-19,-0.4,5,3,1
Cn1c(N)c(C(=O)COC(=O)c2cc(-c3ccccc3)nc3ccccc23)c(=O)n(Cc2ccccc2)c1=O,-1,nt,0,nt,nt,-3,5,nt
COCc1cn(CC[C@H]2CC[C@@H](NC(=O)c3ccc(F)cc3)[C@@H](CO)O2)nn1,-6,-5,1,-8,-0.4,1,-3,4
CC=Cc1ccc2n(c1=O)C[C@H]1[C@H](CO)[C@@H](C(=O)NCCC)[C@@H]2N1C(=O)c1ccncc1 (mixture of isomers),nt,3,nt,3,-0.1,nt,nt,2
O=C(Nc1ccccc1)N1CCCCC1c1cccnc1 (stereo unspecified),2,nt,0,nt,nt,-9,-5,nt
CC(C)(O)C#Cc1ccc(C(=O)N2CCCC2C(=O)O)s1 (stereo unspecified),10,nt,1,nt,nt,-12,-6,nt
O=S(=O)(N[C@@H]1CC[C@@H](CCn2cc(-c3ccccc3F)nn2)O[C@H]1CO)c1ccc(Cl)cc1,-1,0,-1,16,-0.7,-5,6,5
Cc1cc(NC(=NC2CC2)c2ccccc2F)n(-c2ccccc2)n1,5,2,nt,-15,nt,nt,nt,2
C[C@@H]1CN([C@H](C)CO)C(=O)c2cc(C#CC(C)(C)O)cnc2O[C@@H]1CN(C)Cc1cncnc1,-5,-3,1,3,0.2,-3,-3,-4
Cc1ccc(-n2c(COc3ccccc3)nnc2SCC(=O)O)cc1,nt,1,-3,-6,-0.2,-4,-1,0
Cc1cc(C)n2c(C)nnc2c1,-5,-2,0,-14,0.1,-1,-10,-1
C[C@H]1CN([C@@H](C)CO)C(=O)Cc2cc(NC(=O)CCN3CCOCC3)ccc2O[C@H]1CN(C)S(C)(=O)=O,-6,-7,-1,-1,-3.2,-4,-3,2
Cc1csc(NC(=O)CSc2ccccc2F)n1,-13,5,nt,8,1.0,nt,nt,-1
Cc1ccc(NC(=O)c2ccc(C)c(S(=O)(=O)N3CCOCC3)c2)nc1,0,3,3,-8,-1.0,-5,21,2
N#C[C@@H]1[C@H](c2ccc(C#CC3CCCCC3)cc2)[C@H](CO)N1C(=O)Cc1ccccn1,10,0,-3,-18,-0.1,5,3,0
C[C@@H]1CN([C@@H](C)CO)C(=O)c2cc(NC(=O)c3ccccc3)ccc2O[C@@H](C)CCCCO[C@@H]1CN(C)C(=O)Cc1ccccc1,-5,7,2,17,nt,6,-5,-2
O=C(C[C@H]1C=C[C@@H](NC(=O)c2ccc3c(c2)OCO3)[C@H](CO)O1)NCc1ccc(F)cc1,5,8,-4,0,-0.4,8,0,0
O=C(CSc1ccc2c(c1)OCCO2)NCCN1C(=O)CSC1=O,15,nt,0,nt,nt,8,9,nt
# The list continues.
SMILES,ARNT TACC3 PPI,ERp5 block,PglD inh,RAD52 anneal inh,E-sel inducer,RAD54 branch,esBAF inh,CASP6 VEID inh
COc1ccc(NC(=O)N(C)C[C@@H]2Oc3ccc(NC(=O)Nc4ccc5c(c4)OCO5)cc3CC(=O)N([C@@H](C)CO)C[C@H]2C)cc1,3,nt,0,nt,-4.1,11,9,nt
CC(/C=C/C1[C@H](C)C[C@H](O[C@@H]2O[C@H](CO)[C@@H](O)[C@H](O)[C@H]2O)CC1(C)C)O[C@H]1O[C@H](CO)[C@@H](O)[C@H](O)[C@H]1O (stereo partly specified),3,-3,-2,-9,nt,-1,-2,0
O=C1Cc2cc(S(=O)(=O)Nc3ccc(F)cc3Cl)ccc2N1,0,11,-2,-1,0.6,9,-2,7
OC(c1cccc(Cl)c1)c1ncc(-c2ccc3ccccc3c2)[nH]1 (stereo unspecified),nt,1,2,-79,0.6,6,26,4
Cc1ccc(S(=O)(=O)Nc2cccc3c2O[C@@H](CN(C)S(=O)(=O)c2ccc(C)cc2)[C@@H](C)CN([C@H](C)CO)C3=O)cc1,3,8,-1,-9,-0.2,-2,-6,-1
Cc1ccc(S(=O)(=O)N(C)C[C@H]2Oc3ncc(C#CC4(O)CCCC4)cc3C(=O)N([C@@H](C)CO)C[C@H]2C)cc1,-4,3,0,8,0.1,20,3,-1

# Fetched by compound from the entries so far (two):
SMILES,ARNT TACC3 PPI,ERp5 block,PglD inh,RAD52 anneal inh,E-sel inducer,RAD54 branch,esBAF inh,CASP6 VEID inh
COc1ccc(NC(=O)N(C)C[C@@H]2Oc3ccc(NC(=O)Nc4ccc5c(c4)OCO5)cc3CC(=O)N([C@@H](C)CO)C[C@H]2C)cc1,3,nt,0,nt,-4.1,11,9,nt
CC(/C=C/C1[C@H](C)C[C@H](O[C@@H]2O[C@H](CO)[C@@H](O)[C@H](O)[C@H]2O)CC1(C)C)O[C@H]1O[C@H](CO)[C@@H](O)[C@H](O)[C@H]1O (stereo partly specified),3,-3,-2,-9,nt,-1,-2,0

# Assay outcomes as filed in PubChem BioAssay.
